# M. tuberculosis: growth inhibition of non-replicating M. tuberculosis (AID 488890). Mycobacterium tuberculosis non-replicating, growth inhibition; higher % means a stronger effect. one-dose inhibition, % at 25 µM; IC50 in µM for titrated hits. 0.39% of 320,000 active; in the data active means a potency from the dose series; inconclusive means inhibition mostly from about 82% at the one dose, without a potency; inactive means the rest, 99 in 100 with inhibition below about 76%;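 further: plate controls were DMSO cells for no effect and high antibiotic wells for full effect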
# Salmonella PhoP GFP: PhoP regulon inhibitors, Salmonella typhi PhoP promoter GFP reporter, confirmatory (AID 1850). one-dose inhibition, % at 50 µM; IC50 in µM for titrated hits. Salmonella Typhi PhoP-promoter GFP reporter, fluorescence, 4 h; higher % means a stronger effect. 0.33% of 310,000 active; in the data active means a potency from the dose series; inconclusive means inhibition mostly from about 25% at the one dose, without a potency; inactive means the rest, 99 in 100 with inhibition below about 19%;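 further: 0% = induced wells with vehicle and 100% = uninduced wells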
# H37Rv inhibition: M. tuberculosis growth inhibition, HTS (AID 449762). inhibition, % at 25 µM, or IC50 in µM where a hit was titrated. M. tuberculosis H37Rv growth inhibition, 7H9 media; higher % means a stronger effect. 0.59% of 330,000 active; in the data active means a potency from the dose series; inconclusive means inhibition above about 70% without an active follow-up result;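 further: bacterial growth assessed after seven days of incubation; strong numbers were not always called active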
# VEEV TC-83 Vero: inhibitors of VEEV TC-83 cytopathic effect, confirmation, Vero cells (AID 588727); 0.13% of 350,000 active; Vero cells, VEEV TC-83 cytopathic effect inhibition; higher % means a stronger effect; one-dose inhibition, % at 20 µM; IC50 in µM for titrated hits; in the data active means a potency from the dose series; inconclusive means inhibition mostly from about 14% at the one dose, without a potency; inactive means the rest, 99 in 100 with inhibition below about 12%; further: strong numbers were not always called active
# influenza NS1A: NS1A inhibition, H1N1 influenza, cell based functional assay (AID 504329); NS1A functional cell-based assay, percent inhibition; higher % means a stronger effect; inhibition, % at 12.5 µM, or IC50 in µM where a hit was titrated; 0.3% of 340,000 active; in the data active means a potency from the dose series; inconclusive means inhibition above about 27% without an active follow-up result; further: strong numbers were not always called active
# VEEV TC-83 Vero 10K pilot screen: second read-out of VEEV TC-83 Vero, no call of its own (marks repeat the call); inhibition, %; measured here: 10K pilot screen inhibition
# Starred values were filed as active, the others as inactive; i = inactive; ? = inconclusive; / = not tested or not shown.
SMILES,M. tuberculosis,Salmonella PhoP GFP,H37Rv inhibition,VEEV TC-83 Vero,influenza NS1A,others
COC(=O)C1=C(CS(=O)(=O)c2ccccc2)NC(=O)NC1c1ccc(O)cc1 (configuration not stated),2.0%,-3.2%,-4.1%,i,9.8%,
O=C(NC1CCCC1)c1csc2c1CCCC2,25.1%,1.2%,-1.6%,i,-9.5%,
COc1ccccc1-c1nnc(SCC(=O)Nc2ccccc2)o1,10.5%,-5.6%,-0.4%,1.9%,-5.5%,
CCc1cc(Cn2nc(-c3ccccc3)cc2C(=O)NCc2ccccc2OC)on1,20.6%,7.5%,-0.1%,i,5.3%,VEEV TC-83 Vero 10K pilot screen=0.3
Cc1ccc2nc(COc3ccc(N(C)S(=O)(=O)c4ccccc4)cc3)cc(=O)n2c1,7.5%,-2.2%,2.6%,i,18.5%,
Cc1cccc(NCc2nc3ccccc3n2C)c1,41.4%,19.1%,5.1%,0.3%,-7.0%,
Cc1ccc(CNC(=O)Cc2ccc(-n3cccc3)cc2)cc1,-14.8%,-5.8%,-7.9%,i,-4.5%,
CCC(=O)Nc1c2c(nn1-c1cccc(Cl)c1)CSC2,/,-10.4%,1.8%,1.2%,-5.0%,
CCOC(=O)c1cnn(-c2ncnc3sc4c(c23)CCC4)c1N,49.7%,2.3%,54.4%,0.0%,-7.5%,
O=C(Cn1cnc2cc([N+](=O)[O-])ccc2c1=O)Nc1ccc2c(c1)CCC2,-9.6%,0.4%,3.1%,0.6%,7.2%,
Cc1nn(-c2ccccc2)c2c1c(C)c(CCC(=O)N1CCOCC1)c(=O)n2C,20.5%,14.8%,4.6%,3.5%,1.4%,
Cc1ccc(-c2cc(-c3ccccc3)nc(N/N=C/c3cccnc3)n2)cc1,44.8%,19.7%,?,i,9.1%,
CCOC(=O)C1CCN(C(=O)c2cccc(S(=O)(=O)Nc3ccc(C)cc3C)c2)CC1,-2.6%,-1.2%,2.2%,0.7%,-3.1%,
COc1ccc2[nH]c3c(NCCC4=CCCCC4)ncnc3c2c1,/,/,/,7.8%,5.6%,
S=C(NCCNC(=S)Nc1ccccc1Cl)Nc1ccccc1Cl,-13.2%,14.4%,4.5%,i,-24.7%,
Cc1ccc(NC(=O)c2nc(S(=O)(=O)Cc3ccccc3)ncc2Cl)cc1,?,5.5%,65.1%,0.4%,7.9%,
Cc1cccc(C)c1NC(=S)N=Nc1c(O)n(C)c2ccc(S(=O)(=O)N3CCOCC3)cc12,-11.3%,-1.1%,0.3%,9.3%,-9.3%,
Cc1cccc(C(=O)NCc2nnc(SCc3ccc(F)cc3)n2C)c1,6.0%,4.4%,-0.6%,0.2%,-5.9%,
Cc1ccc(C(=O)NCc2ccc3c(c2)OCO3)cc1S(=O)(=O)N1CCCCC1,0.5%,7.4%,3.2%,0.3%,9.3%,
O=C(c1cn(-c2ccccc2)nc1-c1ccc(F)cc1)N1CCCCC1,19.4%,-0.2%,7.6%,1.7%,-5.0%,
Fc1ccc(CSc2nnc(-c3cnccn3)n2Cc2ccco2)cc1,3.0%,-3.4%,-1.3%,i,4.6%,
CCN(Cc1ccccc1)C(=O)C(C)OC(=O)c1cc(S(=O)(=O)Nc2c(C)n(C)n(-c3ccccc3)c2=O)ccc1C (configuration not stated),22.2%,0.1%,-0.6%,1.6%,-8.5%,
CCn1cnc2cc(NCc3cccc(OC)c3O)ccc21,6.5%,0.6%,?,0.9%,8.4%,
COC(=O)c1ccc(Oc2ccc3nnc(C)n3n2)cc1,2.2%,-20.6%,8.7%,i,-17.9%,
COc1ccc(-c2ccc(SCC(=O)c3ccc(F)cc3)nn2)cc1OC,23.0%,-2.7%,?,11.2%,3.1%,
CCc1nc(SCC(=O)Nc2ccc(OC)cc2[N+](=O)[O-])n[nH]1,2.9%,-2.8%,-2.2%,7.0%,-11.9%,
COCCOC(=O)c1c(NC(=O)CN2CCOCC2)sc(C(N)=O)c1C,-12.9%,2.3%,-7.2%,1.9%,5.0%,
COc1cc(/C=C2\SC(=S)N(CCC(=O)Nc3ccccn3)C2=O)cc(OC)c1OC,11.7%,11.2%,?,2.5%,6.2%,
O=C(Cn1cc([N+](=O)[O-])cn1)N1CCc2ccccc21,2.7%,-8.8%,3.8%,0.3%,5.0%,
CCC(=O)N(Cc1cc2ccc(C)cc2n2nnnc12)C1CCCCC1,9.2%,3.6%,2.2%,5.4%,-9.4%,
CCOc1ccc(N/C(N)=N/c2nc(C)c(C)c(=O)[nH]2)cc1,-12.5%,0.6%,8.5%,1.1%,-0.6%,
Cc1ccc(S(=O)(=O)N2CCN(C(=O)COC(=O)CCOc3ccccc3)CC2)c(C)c1,45.3%,/,-5.2%,1.5%,0.6%,
CCOc1ccc(S(=O)(=O)N2CCN(C(=O)COc3ccc(Br)cc3)CC2)cc1,25.6%,/,-4.3%,3.4%,-0.3%,
Cc1noc(C)c1S(=O)(=O)N1CCN(C(c2ccccc2)c2ccc(Cl)cc2)CC1 (configuration not stated),18.9%,-1.0%,4.7%,i,2.2%,
Cc1noc(NS(=O)(=O)c2ccc(NC(=O)CSc3nc4ccccc4[nH]3)cc2)c1C,31.3%,0.8%,5.7%,0.3%,-6.6%,
COc1ccc(N2CCN(C3CC(=O)N(c4ccc5c(c4)OCCO5)C3=O)CC2)cc1 (configuration not stated),-1.6%,6.0%,-7.7%,1.9%,0.8%,
O=C(/C=C/c1cccs1)N1CCCCC1,74.0%,10.4%,59.7%,0.4%,/,
Cc1[nH][nH]c(=O)c1C(c1ccc(O)c([N+](=O)[O-])c1)c1c(C)[nH][nH]c1=O,36.8%,2.0%,5.3%,1.9%,-5.3%,
S=C1NCCOCCNC(=S)NCCOCCOCCOCCN1,-15.7%,-6.6%,-8.4%,1.1%,2.4%,
COc1ccc(NC(=O)c2ccc(C(=O)c3cc(OC)ccc3OC)cc2)cc1,2.5%,-8.5%,-2.8%,i,-5.2%,

# 14 neighbouring compounds already listed, quoted:
SMILES,M. tuberculosis,Salmonella PhoP GFP,H37Rv inhibition,VEEV TC-83 Vero,influenza NS1A,others
Fc1ccc(CSc2nnc(-c3cnccn3)n2Cc2ccco2)cc1,3.0%,-3.4%,-1.3%,i,4.6%,
CCN(Cc1ccccc1)C(=O)C(C)OC(=O)c1cc(S(=O)(=O)Nc2c(C)n(C)n(-c3ccccc3)c2=O)ccc1C (configuration not stated),22.2%,0.1%,-0.6%,1.6%,-8.5%,
CCn1cnc2cc(NCc3cccc(OC)c3O)ccc21,6.5%,0.6%,?,0.9%,8.4%,
COC(=O)c1ccc(Oc2ccc3nnc(C)n3n2)cc1,2.2%,-20.6%,8.7%,i,-17.9%,
COc1ccc(-c2ccc(SCC(=O)c3ccc(F)cc3)nn2)cc1OC,23.0%,-2.7%,?,11.2%,3.1%,
CCc1nc(SCC(=O)Nc2ccc(OC)cc2[N+](=O)[O-])n[nH]1,2.9%,-2.8%,-2.2%,7.0%,-11.9%,
COCCOC(=O)c1c(NC(=O)CN2CCOCC2)sc(C(N)=O)c1C,-12.9%,2.3%,-7.2%,1.9%,5.0%,
COc1cc(/C=C2\SC(=S)N(CCC(=O)Nc3ccccn3)C2=O)cc(OC)c1OC,11.7%,11.2%,?,2.5%,6.2%,
O=C(Cn1cc([N+](=O)[O-])cn1)N1CCc2ccccc21,2.7%,-8.8%,3.8%,0.3%,5.0%,
CCC(=O)N(Cc1cc2ccc(C)cc2n2nnnc12)C1CCCCC1,9.2%,3.6%,2.2%,5.4%,-9.4%,
CCOc1ccc(N/C(N)=N/c2nc(C)c(C)c(=O)[nH]2)cc1,-12.5%,0.6%,8.5%,1.1%,-0.6%,
Cc1ccc(S(=O)(=O)N2CCN(C(=O)COC(=O)CCOc3ccccc3)CC2)c(C)c1,45.3%,/,-5.2%,1.5%,0.6%,
CCOc1ccc(S(=O)(=O)N2CCN(C(=O)COc3ccc(Br)cc3)CC2)cc1,25.6%,/,-4.3%,3.4%,-0.3%,
Cc1noc(C)c1S(=O)(=O)N1CCN(C(c2ccccc2)c2ccc(Cl)cc2)CC1 (configuration not stated),18.9%,-1.0%,4.7%,i,2.2%,

# Further results follow:
SMILES,M. tuberculosis,Salmonella PhoP GFP,H37Rv inhibition,VEEV TC-83 Vero,influenza NS1A,others
O=C(Nc1ccccc1)C(Cl)C(=O)c1ccccc1 (configuration not stated),?,-2.4%,11.1%,7.2%,-10.1%,
COc1cccc(C2NC(=O)NC(C)=C2C(=O)Nc2ccc(C)cc2)c1OC (configuration not stated),-2.2%,-11.5%,-13.1%,0.7%,-1.4%,
COc1ccccc1-c1nnc(C2CCN(S(=O)(=O)c3cccc([N+](=O)[O-])c3)CC2)o1,4.6%,-5.7%,-10.5%,1.4%,7.8%,
COc1ccccc1/C=N/NC(=O)C(=O)NCc1cccnc1,-15.5%,6.2%,-11.0%,0.9%,-1.0%,
COc1cccc(NC(=O)C2CCN(C(=O)NC3CCCCC3)CC2)c1,-2.7%,3.0%,1.0%,1.9%,-8.0%,
CCOC(=O)c1cc(-c2ccc(F)cc2)n(CC(=O)NC(C)CC)c1C (configuration not stated),-4.3%,-3.5%,2.4%,1.7%,0.0%,
CC/C(=N\NC(=O)CCC(=O)NCc1ccccc1)c1ccc(O)cc1,11.9%,4.7%,-0.5%,9.6%,3.6%,
CC(=O)N1CCc2cc(S(=O)(=O)NC(Cc3ccccc3)C(=O)NC3CCCCCC3)ccc21 (configuration not stated),31.6%,18.0%,-13.6%,2.5%,2.2%,
CCCN(CCC)CCCOC(=O)c1ccc(Cl)cc1Cl,?,1.9%,31.1%,1.9%,-4.5%,
CCOc1ccc(-c2csc(NNC3=NCCCCC3)n2)cc1,34.2%,6.1%,-8.6%,2.1%,11.2%,
Cc1c(C(C)(C)C)sc(=NC(=O)c2ccccc2O)n1C,3.8%,-9.5%,41.6%,0.3%,-24.8%,
CC1CN(C(=O)C2(C)CC2(Br)Br)CC(C)O1 (configuration not stated),-8.7%,-6.5%,1.8%,i,-10.6%,
CCN1CCN(C(=O)CSc2nc(N)cc(N)n2)CC1,1.9%,8.8%,-8.5%,1.6%,-17.0%,
CSc1ccccc1NC(=O)CCc1ccccc1,37.2%,6.5%,42.4%,0.7%,-9.6%,
CCc1nnc(SCC(=O)Nc2nnc(C)s2)n1CC1CCCO1 (configuration not stated),-10.1%,2.8%,-2.8%,0.1%,-2.6%,
COCCN1C(=O)/C(=C/c2ccc(N3CCCC3)cc2)SC1=S,-21.5%,-22.8%,-2.4%,3.0%,5.1%,
COCCNC(=O)Cn1cc(C(=O)c2ccccc2F)c2ccccc21,7.0%,-3.3%,-0.5%,i,-0.3%,
COCCn1c(=S)[nH]c2ccccc21,-3.6%,9.3%,-0.8%,5.0%,-6.3%,
COc1ccc(OC)c(C2=NS(=O)(=O)N(C)C(C(=O)NCc3ccco3)=C2)c1,3.9%,13.4%,3.7%,0.3%,-7.9%,
O=C(COC(=O)c1c(F)cccc1F)Nc1ccc(N2CCCCC2)cc1,43.9%,/,4.0%,1.3%,-4.2%,
COC(=O)c1cc(Cl)cc2c(CCO)c[nH]c12,-4.2%,/,4.8%,0.0%,4.6%,VEEV TC-83 Vero 10K pilot screen=0.8
NC(=O)C1(N2CCCCC2)CCN(C(=O)c2ccccc2)CC1,10.9%,-3.6%,-7.5%,1.0%,6.9%,VEEV TC-83 Vero 10K pilot screen=0.4
CC(=O)Nc1ccc(NC(=O)c2ccc(S(=O)(=O)N(C)c3ccccc3)cc2)cc1,/,/,-6.1%,0.6%,0.4%,
NC(=O)c1ccc(N2CCCCCC2)c([N+](=O)[O-])c1,6.9%,-3.2%,3.2%,1.1%,1.6%,
O=C1Nc2ccc([N+](=O)[O-])cc2OC1CCN1CCOCC1 (configuration not stated),-9.0%,4.1%,2.3%,1.8%,-6.6%,
Cc1c2c(n3c(nc4ccccc43)c1C#N)N(CCCN(C)C)CC2,40.1%,4.0%,1.0%,1.2%,11.5%,
Cc1ccc(S(=O)(=O)CCC(=O)OCc2ccccc2)cc1,?,1.6%,7.9%,0.6%,1.4%,
CCOC(=O)C1(CC/C(C)=N\NC(N)=O)CC(C)(C)OC1=O (configuration not stated),-2.5%,-7.0%,6.0%,0.1%,2.7%,
CC(C)(NC(=O)c1ccccc1)c1nc2ccccc2s1,21.7%,11.1%,-11.6%,0.5%,2.1%,VEEV TC-83 Vero 10K pilot screen=1.9
O=C(COC(=O)CCC(=O)c1cccs1)Nc1cc(S(=O)(=O)N2CCOCC2)ccc1Cl,13.8%,11.8%,-2.0%,i,1.3%,
